Compound activity from PubChem BioAssay.
FAK blocker: FAK (human) kinase inhibition; Q05397; 97,000 compounds, 0.84% hits; inhibition, %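 (tested at 7 µM)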; biochemical FAK kinase activity assay; in the data active means inhibition above about 19%;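 further: 0% = DMSO and 100% = reference compound high control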
Target sequence (Q05397 whole entry, looked up): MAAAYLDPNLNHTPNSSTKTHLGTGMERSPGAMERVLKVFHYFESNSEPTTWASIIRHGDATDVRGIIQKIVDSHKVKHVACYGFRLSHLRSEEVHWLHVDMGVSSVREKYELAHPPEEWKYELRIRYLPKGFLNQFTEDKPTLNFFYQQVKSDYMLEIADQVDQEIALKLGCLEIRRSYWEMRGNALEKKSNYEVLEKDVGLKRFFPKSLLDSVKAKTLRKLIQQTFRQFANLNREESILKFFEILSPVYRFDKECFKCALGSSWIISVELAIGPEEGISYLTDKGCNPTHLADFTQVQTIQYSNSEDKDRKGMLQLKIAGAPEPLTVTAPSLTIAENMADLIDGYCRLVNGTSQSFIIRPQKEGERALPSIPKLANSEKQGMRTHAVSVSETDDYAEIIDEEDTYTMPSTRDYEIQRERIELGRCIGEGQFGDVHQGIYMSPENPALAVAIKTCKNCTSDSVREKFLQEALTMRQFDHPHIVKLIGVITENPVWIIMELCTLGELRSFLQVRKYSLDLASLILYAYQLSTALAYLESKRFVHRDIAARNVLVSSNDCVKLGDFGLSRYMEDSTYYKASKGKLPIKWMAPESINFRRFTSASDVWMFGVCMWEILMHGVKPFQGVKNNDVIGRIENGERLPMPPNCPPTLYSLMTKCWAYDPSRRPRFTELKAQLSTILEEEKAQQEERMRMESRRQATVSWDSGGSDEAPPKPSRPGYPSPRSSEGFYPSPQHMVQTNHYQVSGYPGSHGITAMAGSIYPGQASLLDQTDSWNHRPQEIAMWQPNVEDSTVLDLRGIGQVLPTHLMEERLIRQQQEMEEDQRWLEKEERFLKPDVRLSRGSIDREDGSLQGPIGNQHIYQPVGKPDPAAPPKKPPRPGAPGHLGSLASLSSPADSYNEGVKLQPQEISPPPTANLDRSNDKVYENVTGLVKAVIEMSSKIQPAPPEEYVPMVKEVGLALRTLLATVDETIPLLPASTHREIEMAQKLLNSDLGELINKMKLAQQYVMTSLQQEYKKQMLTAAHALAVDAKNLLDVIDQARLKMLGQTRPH
S1P2 ag: agonists of human S1P2 receptor. activation, % at 4.5 µM. S1P2-expressing cell line, agonist reporter read-out. O95136. AID 729. 97,000 compounds, 0.46% hits; in the data active means activation above about 16%;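 further: 0% = vehicle low control and 100% = maximal reference agonist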
EphB4 antag: antagonists of human EphB4-ephrin-B2 interaction; P54760; inhibition, % at 7 µM; EphB4 LBD / TNYL-RAW-Alexa532 peptide, fluorescence polarization; AID 720; 97,000 compounds, 0.15% hits;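 active means inhibition above the screen-wide mean inhibition plus 3 SD, cut at about 15% in these data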;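 further: 0% = DMSO wells and 100% = excess unlabeled TNYL-RAW peptide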
S1P2 antag: blocks the human S1P2 receptor | O95136 | cell-based S1P2 antagonist assay, inhibition at 5 uM | inhibition, % at 5 µM | 97,000 compounds, 0.21% hits; in the data active means inhibition above about 45%;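 further: CRE beta-lactamase reporter cells expressing human S1P2 stimulated with S1P; 0% = agonist at EC80 alone and 100% = agonist plus reference antagonist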
PostGolgi yeast: growth inhibition of a yeast mutant, post-Golgi transport screen; post-Golgi transport phenotypic cell assay; inhibition, % at 10 µM; 98,000 compounds, 0.9% hits; AID 739;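 further: yeast cells grown in 1536-well plates; yeast grown about 18 h at 30C before absorbance read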
PostGolgi ctrl: inhibits growth of the yeast control strain; 98,000 compounds, 5% hits; efflux-deficient yeast background strain, growth absorbance A615, 16 h; inhibition, % at 10 µM
LYP inh 2: blocks human PTPN22 phosphatase activity. recombinant LYP catalytic domain, DiFMUP fluorescence. inhibition, % at 2 µM. 96,000 compounds, 0.21% hits. Q9Y2R2;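 active means inhibition at 2 µM at or above a set limit, the screen mean plus 3 SD, cut at about 24% in these data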;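 further: 0% = DMSO with enzyme and 100% = enzyme fully blocked by orthovanadate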
LYP act: activators of human LYP (PTPN22) phosphatase; recombinant LYP, DiFMUP fluorescence; 0 = plate median, 100 = signal doubled; activation, % at 2 µM; 96,000 compounds, 0.11% hits; AID 697;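 active means activation at 2 µM above a set limit, the mean plus 5 SD, cut at about 37% in these data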
HIV Rev-RRE inh: inhibitors of HIV-1 Rev-RRE RNA interaction. inhibition, % at 8 µM. 97,000 compounds, 0.79% hits. AID 704. Rev peptide-RRE RNA binding, FRET;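 active means inhibition above the screen-wide mean plus 3 SD, cut at about 35% in these data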;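 further: 0% = median DMSO wells and 100% = median Neomycin B control wells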
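Material: labelled RRE RNA duplex and labelled Rev peptide / Buffer or medium: HEPES pH 7.5 salt buffer with EDTA / Compound dosing: single point, 8 µM final nominal compound concentration / Benchmarks: DMSO low control, neomycin B high control / Timing: 5 min preincubation and 15 min binding, 25 °C / Technique: FRET fluorescence readout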
Active calls of the source: *; . = not tested or not shown; [ ] = dose if it differs, or a comment. Unless noted, no stated cut-off is given here; in the data, active means inhibition above about 30%; inactive means the rest.

structure,LYP inh 2,HIV Rev-RRE inh,PostGolgi yeast,EphB4 antag,S1P2 antag,PostGolgi ctrl,LYP act,FAK blocker,S1P2 ag
CCOC(=O)c1c(NC(=O)CNCCOC)sc2c1CCCC2,-4,17,.,2,-6,.,4,-1,-5
COc1ccc(NC(=O)Nc2ccc(C(=O)N3CCOCC3)cc2)cc1,-10,1,-6,-1,16,2,15,-2,-5
COC(=O)Cn1c(=NC(=O)CSCC(=O)NC2CCCCC2)sc2cc(OC)ccc21,-3,12,-10,-6,0,7,0,-2,-6
CN(C)C(/C=C/Nc1ccc(F)cc1F)=C(C#N)C#N,.,8,8,0,20,8,.,6,-3
Cc1cc(Cl)ccc1OCc1nc(-c2ccc(O)cc2)n[nH]1,-3,12,5,1,-13,96*,-3,3,-4
Cc1nn(-c2ccc(F)cc2)c(C)c1NS(=O)(=O)c1ccc(Cl)cc1,-11,6,-7,3,2,13,7,0,-4
CCOc1ccc(/C=N/n2c(SC)nnc2-c2ccccc2)cc1OCC,10,6,-1,2,-23,21,-8,3,15
Cc1cccc(CS(=O)(=O)Cc2ccc(C(=O)NCC3CCCO3)o2)c1 (stereo not drawn),3,6,19,5,-1,8,-6,0,-2
CCSc1ncc(/C=N/Nc2ccc([N+](=O)[O-])cc2)n1C,4,66*[fluorescence artefact?],-7,-1,16,5,-2,6,-6
CCOC(=O)CC(=O)CSc1nc2sc(C)cc2c(=O)n1Cc1ccco1,5,11,-5,2,-29,22,-7,2,-6
Cc1cc(C)c(S(=O)(=O)N(C)CC(=O)NC2CCCC2)c(C)c1,-2,0,0,-3,-9,3,2,2,-1
CN(C)S(=O)(=O)c1cc(C(=O)NCC2CCCO2)c(Cl)cc1Cl (stereo not drawn),2,7,2,-5,-9,0,-3,-1,-5
CN(CC(=O)NCc1cccnc1)S(=O)(=O)c1ccc2c(c1)c(=O)n(C)c(=O)n2C,12,3,5,-6,2,0,-13,-3,-6
CCCNc1nc(NCC)nc(OC)n1,-5,4,-1,0,1,6,6,-6,-7
Cc1ccc(S(=O)(=O)N2CCCC(C(=O)NCCCN3CCCCC3C)C2)cc1 (stereo not drawn),-1,2,10,2,12,-1,-1,3,-3
O=C1N/C(=C\c2ccccc2)c2ccccc21,-9,0,-7,-15,-26,4,8,12,-1
CCN(CC)CCn1c(NCc2ccc(OC)cc2)nc2ccccc21,1,1,2,6,-1,5,-6,1,-2
CCOc1ccccc1Nc1nc2ccccc2[nH]1,-14,5,-3,-1,-6,5,8,4,-3
Cc1cc(-c2ccccc2)nc(N2CCC(C(=O)NC(C)C)CC2)n1,1,7,19,-2,16,6,-3,-3,-3
Brc1ccc(-c2nnc3c4ccccc4nc(N4CCOCC4)n23)cc1,-4,4,0,-5,4,9,5,2,-2
COCC(=O)Nc1cc(OC)cc(OC)c1,8,10,3,2,0,0,-10,4,-5
CCNC(=S)N/N=C/c1cc(Br)cc(Br)c1OC,9,2,14,2,16,7,-10,1,-4
O=C1CS/C(=C\[N+](=O)[O-])N1c1ccccc1,2,7,3,3,-4,2,2,3,-2
Cc1ccc(NC(=O)CN2C(=O)NC(Cc3ccccc3)C2=O)cc1 (stereo not drawn),-5,7,.,-3,14,.,2,3,-7
CC(=O)c1cc2c(cc1NS(=O)(=O)c1ccc3c(c1)OCCO3)OCO2,16,5,10,3,-4,6,-18,-2,-1
Cc1oc2c(c1C(=O)NCCCC(=O)O)CCCC2,19,7,-4,3,-8,2,-20,-1,-3
CCNC(=S)NN(c1ccccc1)c1ccccc1,-13,3,1,1,-27,-7,10,-2,1
O=C(Oc1cccc2cccnc12)c1ccco1,1,3,.,-9,17,.,0,-1,-7
O=C(NCc1cccnc1)C1c2ccccc2C(=O)N1C1CCCCCC1 (stereo not drawn),0,-3,-7,4,14,8,-3,1,1
CCn1c(C(C#N)/C(=N\S(=O)(=O)c2cccs2)c2ccccc2)nc2ccccc21 (stereo not drawn),2,9,3,-2,-7,13,-5,-5,0
CC1=C(C#N)C(Nc2ccc(C)cn2)(C(F)(F)F)C(=O)N1 (stereo not drawn),1,16,1,-2,11,13,2,-1,-8
Cc1nc(C)n(C(=O)N(c2ccccc2)c2ccccc2)n1,-2,0,-3,6,3,-2,4,-1,-2
O=C(CCc1nc2ccccc2c(=O)[nH]1)OCc1nnc(-c2ccccc2)o1,9,14,-18,-3,7,-2,-8,-4,-4
CCN(CC)S(=O)(=O)c1cccc(-c2nnc(SCC(=O)c3cc(C)n(C)c3C)o2)c1,5,-1,-2,-3,20,1,-8,-2,-5
CCOc1ccc(N(CC(=O)NCc2cccc(OC)c2)S(=O)(=O)c2c(C)noc2C)cc1,1,13,6,3,2,27,-3,3,-2
Cn1c(-n2c(-c3ccco3)nc3ccccc3c2=O)nc2ccccc21,-9,9,4,4,-7,6,8,-9,-5
COCCCn1c(SCc2cc(=O)[nH]c3ccccc23)nnc1-c1ccco1,0,0,3,-10,24,-6,1,3,-7
Cc1ccc(OCC(=O)N2CCC(N3CCCCCC3)CC2)cc1,-1,8,-2,1,1,35*,-3,0,-4
O=C(c1cccc(-c2ccc(O)cc2)c1)N1CCOCC1,7,15,-8,-9,-2,7,-7,-1,0
Cc1ccc(-c2nn(-c3ccccc3)cc2/C=N/NC(=O)CSc2nnc(C)n2-c2ccccc2)cc1,12,-7,-3,-2,4,0,-9,-5,-7

Whole records as entered above. Screens in order: LYP inh 2	HIV Rev-RRE inh	PostGolgi yeast	EphB4 antag	S1P2 antag	PostGolgi ctrl	LYP act	FAK blocker	S1P2 ag
Cc1ccc(OCC(=O)N2CCC(N3CCCCCC3)CC2)cc1 reads -1	8	-2	1	1	35*	-3	0	-4
Cn1c(-n2c(-c3ccco3)nc3ccccc3c2=O)nc2ccccc21 reads -9	9	4	4	-7	6	8	-9	-5
CCOc1ccc(N(CC(=O)NCc2cccc(OC)c2)S(=O)(=O)c2c(C)noc2C)cc1 reads 1	13	6	3	2	27	-3	3	-2
O=C(c1cccc(-c2ccc(O)cc2)c1)N1CCOCC1 reads 7	15	-8	-9	-2	7	-7	-1	0

Continuation.
structure,LYP inh 2,HIV Rev-RRE inh,PostGolgi yeast,EphB4 antag,S1P2 antag,PostGolgi ctrl,LYP act,FAK blocker,S1P2 ag
O=C(NCc1ccc(F)cc1)C(Cc1ccccc1)NS(=O)(=O)c1cccs1 (stereo not drawn),5,2,9,0,-4,3,-3,-1,-4
COC(=O)CSc1nnc(-c2ccccc2O)n1-c1ccc(C)cc1,-7,1,-10,2,0,17,5,-4,-2
O=C1CC(N2CCC(Cc3ccccc3)CC2)C(=O)N1CCc1ccccc1 (stereo not drawn),4,9,-3,-13,15,23,-3,0,0
Cc1c(CCC(=O)O)c(=O)n2c([nH]c3ccccc32)c1C#N,2,-1,-3,-3,16,11,0,0,1
Cc1ccnc(NS(=O)(=O)c2ccccc2)n1,-2,3,2,-11,-4,18,-3,-1,-1
COC(=O)c1ccccc1NC(=O)c1cc2n(n1)C(C(F)F)CC(C(F)F)N2 (stereo not drawn),6,3,-1,8,-18,9,-2,3,-2
CC(=O)N1C(=O)C(=C2C=C(C)OC(C)=C2)c2ccccc21,0,110*[fluorescence artefact?],3,-1,5,4,-2,7,-14
COc1ccc(C(=O)NCc2ccccc2OC)cc1,-7,0,13,-1,10,7,7,1,-5
CCN(CC)c1ccc2cc(C(N)=O)c(=O)oc2c1,-2,41*,.,3,-7,.,-4,13,21*
Cc1ccc(C)c(-n2c(SCC(=O)Nc3nonc3C)nnc2-c2ccoc2C)c1,8,11,-3,7,6,12,-10,5,-1
CC(C)n1c(O)c(/C=C2\C=Nc3ccccc32)sc1=Nc1ccccc1,-1,10,-4,2,-5,4,6,3,-3
CN(C)c1ccc(NC(=O)CSc2nc(N)c(C(=O)Nc3ccc(N(C)C)cc3)s2)cc1,4,-4,-2,-3,23,-3,-4,7,-7
COC(=O)C1=C(C)C(c2ccc(OC)cc2)NC(=S)N1 (stereo not drawn),-1,-4,-8,-4,-10,7,4,2,-2
C=CCn1c(SC(C)C(=O)NC2(C#N)CCCCC2)nnc1-c1ccc(OC)cc1 (stereo not drawn),-3,0,-4,11,0,3,0,-9,-4
CCOC(=O)CSc1nc2c(sc(=S)n2Cc2ccco2)c(=O)n1-c1ccccc1,5,11,-1,10,-2,5,-7,11,-6
CCn1c2ccccc2c2cc(NC(=O)C/C(C)=N/NC(=O)c3ccccc3N)ccc21,5,0,-8,4,3,-2,-1,2,-6
CCCCN(CC)S(=O)(=O)c1ccccc1,-10,1,7,-1,-7,-3,12,1,0
CCn1nc(C(=O)Nc2cccc3ccccc23)c(Cl)c1Cl,-4,5,5,-9,-10,4,6,3,-11
CCOc1ccccc1NC(=O)c1ccoc1C,10,5,21,2,-6,6,-7,-1,-7
Cc1ccc(Nc2nc(-c3c(C)nc4ncccn34)cs2)cc1,-5,1,-12,6,11,20,8,0,-9
CCOC(=O)C1=C(C)N=C2SC(C(=O)OC)=CC(=O)N2C1c1ccc(F)cc1 (stereo not drawn),4,9,-10,-1,8,-1,-2,-4,-9
CCCC(=O)Nc1ccc(NC(=O)c2ccco2)cn1,3,0,14,-7,-10,1,-6,-9,-2
CC(C)(/C=N/O)/[N+]([O-])=C/c1ccco1,-3,10,4,4,19,-8,5,-5,-5
N/C(=N/O)c1nc(N2CCCC2)nc(N(c2ccccc2)c2ccccc2)n1,-10,2,0,-3,-2,17,5,4,-4
CC(=O)c1ccc(NC2CC(O)C(O)CO2)cc1 (stereo not drawn),2,6,0,2,13,2,-2,6,-3
COC(=O)c1sc(NC(=O)COc2ccccc2OC)nc1C,-1,1,4,-7,-13,1,0,-1,-3
Cc1ccc(-c2noc(CSc3nnc(-c4ccccc4)n3C)n2)cc1,-10,7,6,-2,-3,22,10,2,-2
COc1ccc(NC(=O)/C=C/c2cc(Br)ccc2OC)cc1,-4,2,3,-8,3,5,6,-3,-5
COC(=O)C(NC(=O)C(C)Oc1ccccc1)C(C)C (stereo not drawn),-14,-2,-3,0,4,23,9,-2,-1
O=C(Cn1c(=O)n(Cc2ccco2)c(=O)c2ccccc21)NCC1CCCO1 (stereo not drawn),5,2,13,-1,4,-1,-7,-2,0
COc1ccc(OC)c(NC=C2C(=O)OC(C)(C)OC2=O)c1,4,1,2,-4,-18,2,-2,-1,-2
CCOC(=O)c1[nH]c2ccc(OC)cc2c1NC(=O)c1cccc(OC)c1,-15,10,-1,-3,1,21,11,1,-9
C=CCSc1nnc(NC(=O)c2ccc(S(=O)(=O)NCC3CCCO3)cc2)s1 (stereo not drawn),5,4,16,-1,5,-1,-9,-2,-4
CCOC(=O)c1c(NC(=O)COC)sc2c1CCCC2,-4,13,-8,-6,-37,19,4,3,1
CS(=O)(=O)N(CC(=O)Nc1ccc(CC#N)cc1)c1ccc(C23CC4CC(CC(C4)C2)C3)cc1,2,0,10,-4,-21,27,4,-4,-8
O=C(Nc1nnc(C23CC4CC(CC(C4)C2)C3)s1)c1ccc(N2C(=O)CCC2=O)cc1,9,7,-14,2,20,15,-9,3,-7
CC(C)OCCCNC(=O)Cn1nc(-c2ccccc2)ccc1=O,-8,-1,-1,-10,-6,7,5,3,-3
CCOc1ccc(NC(=O)CN(c2cc(C)cc(C)c2)S(=O)(=O)c2c(C)noc2C)cc1,-2,12,2,7,9,3,0,3,-6
O=c1ccnc(SCn2nnc3ccccc3c2=O)[nH]1,2,6,-1,0,1,-1,0,-1,-6
CC(=O)c1cc(C#N)c(Oc2ccc(Cl)cc2Cl)nc1C,.,6,.,0,18,.,.,6,0
